tuberculosis growth = growth inhibition of non-replicating M. tuberculosis (AID 488890). 0.39% of 320,000 active. inhibition, % at 25 µM, or IC50 in µM where a hit was titrated. Mycobacterium tuberculosis non-replicating, growth inhibition; higher % means a stronger effect; in the data active = a potency from the dose series; inconclusive = inhibition mostly from about 82% at the one dose, without a potency; inactive = the rest, 99 in 100 with inhibition below about 76%;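 also: plate controls were DMSO cells for no effect and high antibiotic wells for full effect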
PhoP GFP inhibition = Inhibition of PhoP regulon, Salmonella typhi GFP reporter cells, confirmation, 4 h (AID 1850). inhibition, % at 50 µM, or IC50 in µM where a hit was titrated. 0.33% of 310,000 active. Salmonella Typhi PhoP-promoter GFP reporter, fluorescence, 4 h; higher % means a stronger effect; in the data active = a potency from the dose series; inconclusive = inhibition mostly from about 25% at the one dose, without a potency; inactive = the rest, 99 in 100 with inhibition below about 19%;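 also: 0% = induced wells with vehicle and 100% = uninduced wells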
M. tuberculosis HTS = M. tuberculosis growth inhibition, HTS (AID 449762). M. tuberculosis H37Rv growth inhibition, 7H9 media; higher % means a stronger effect. 0.59% of 330,000 active. inhibition, % at 25 µM; hits with a dose series show IC50 in µM; in the data active = a potency from the dose series; inconclusive = inhibition above about 70% without an active follow-up result;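 also: bacterial growth assessed after seven days of incubation; strong numbers were not always called active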
inhibitors of VEEV = inhibitors of VEEV TC-83 cytopathic effect, confirmation, Vero cells (AID 588727). 0.13% of 350,000 active. one-dose inhibition, % at 20 µM; IC50 in µM for titrated hits. Vero cells, VEEV TC-83 cytopathic effect inhibition; higher % means a stronger effect; in the data active = a potency from the dose series; inconclusive = inhibition mostly from about 14% at the one dose, without a potency; inactive = the rest, 99 in 100 with inhibition below about 12%; also: strong numbers were not always called active
influenza NS1A = H1N1 influenza NS1A inhibitors, functional cell based assay (AID 504329); NS1A functional cell-based assay, percent inhibition; higher % means a stronger effect; one-dose inhibition, % at 12.5 µM; IC50 in µM for titrated hits; 0.3% of 340,000 active; in the data active = a potency from the dose series; inconclusive = inhibition above about 27% without an active follow-up result; also: strong numbers were not always called active
inhibitors of VEEV 10K pilot screen = recorded beside inhibitors of VEEV, whose call it bears; inhibition, %; measured here: 10K pilot screen inhibition
Numbers without * were called inactive; i = inactive; ? = inconclusive; nt = not tested or not shown; & = joins results of further samples.

SMILES	tuberculosis growth	PhoP GFP inhibition	M. tuberculosis HTS	inhibitors of VEEV	influenza NS1A	others
CCC(CO)Nc1ncnc2c1cnn2-c1ccc(Cl)cc1 (stereo unspecified)	nt	2%	7%	5.6%	7%
CN(C)c1ccc(-c2nnc(-c3ccc(S(=O)(=O)C(F)F)cc3)o2)cc1	-1%	-24%	-7%	2.4%	-15%
CCCCCCOc1ccc(NC(=O)CC2C(=O)N(CC)C(=S)N2Cc2ccco2)cc1 (stereo unspecified)	29%	-2%	10%	2.0%	1%
Cc1cccc(N2CCN(C(=O)c3ccc4c(c3)OCCO4)CC2)c1C	62%	-1%	5%	i	-6%
O=C(NN=C1CCCCC1)c1ccccc1-n1cccc1	-3%	-2%	-13%	1.3%	-6%
COc1ccc(CCN2C(=O)CSC2=S)cc1OC	?	3%	33%	0.3%	-19%
Cc1cccnc1Nc1ncnc(N)c1[N+](=O)[O-]	-1%	10%	-2%	0.2%	8%
CCCCN(C)CCNC(=O)c1nn(-c2ccc(OC)cc2)c(=O)c2c1c1ccccc1n2C	?	-5%	17%	0.1%	14%
O=S(=O)(c1ccccc1)N1CCN(C(=S)Nc2ccccc2Cl)CC1	18%	-5%	3%	i	2%
CCOc1ccc(N/C(=N/c2nc(C)cc(C)n2)NC(=O)CC)cc1	20%	-1%	52%	0.8%	3%
CSc1nnc(-c2cccs2)n1C	-6%	-3%	3%	0.8%	4%
CSc1nsc(SCC(=O)Nc2nc3ccc(C)cc3s2)n1	?	4%	5%	0.7%	-1%
O=C(CN1C(=O)/C(=C/c2ccc(F)cc2)SC1=S)NC1C=CS(=O)(=O)C1 (stereo unspecified)	-3%	-19%	-6%	i	0%
Cc1cccc(N(C)C(=O)C2CCCN2S(=O)(=O)c2cccc3nsnc23)c1 (stereo unspecified)	-7%	-2%	-3%	0.8%	2%
OCCNc1ncnc2c1c(-c1ccccc1)c(-c1ccccc1)n2Cc1ccco1	16%	-11%&3%	2%	11%	-8%
COc1ccccc1N1CCN(CCCCN2C(=O)C3CCCCN3C2=O)CC1 (stereo unspecified)	4%	-1%	10%	3.1%	-20%
Cc1nn(C(=O)Cn2cc([N+](=O)[O-])cn2)c(C)c1Cl	?	16%	2%	1.7%	-10%
CCC(C)n1c(SCC(=O)NCCc2ccc(S(N)(=O)=O)cc2)nc2ccsc2c1=O (stereo unspecified)	1%	0%	-10%	1.5%	-4%
Cc1ccc(NC(=O)C2OCCc3ccccc32)cc1C (stereo unspecified)	22%	-13%	-5%	2.2%	-3%
N#Cc1ccc(Sc2nc3ccccc3[nH]2)cc1C#N	2%	1%	-2%	6.5%	8%
O=C(O)c1cn[nH]c1-c1cccc([N+](=O)[O-])c1	-10%	1%	-3%	1.6%	-7%
COc1ccc(/C=c2\sc3nc(=O)c(C)nn3c2=O)c(OC)c1	9%	-5%	-3%	2.0%	-2%
CC1CCCC(NC(=O)CNCc2ccccc2F)C1C (stereo unspecified)	8%	5%	3%	i	4%
CCOc1cccc(NC(=O)CC#N)c1	6%	3%	-2%	2.4%	0%

Molecules above that have a carbonyl joined to an NH by a bond outside any ring, in the order listed:
SMILES	tuberculosis growth	PhoP GFP inhibition	M. tuberculosis HTS	inhibitors of VEEV	influenza NS1A	others
CCCCCCOc1ccc(NC(=O)CC2C(=O)N(CC)C(=S)N2Cc2ccco2)cc1 (stereo unspecified)	29%	-2%	10%	2.0%	1%
O=C(NN=C1CCCCC1)c1ccccc1-n1cccc1	-3%	-2%	-13%	1.3%	-6%
CCCCN(C)CCNC(=O)c1nn(-c2ccc(OC)cc2)c(=O)c2c1c1ccccc1n2C	?	-5%	17%	0.1%	14%
CCOc1ccc(N/C(=N/c2nc(C)cc(C)n2)NC(=O)CC)cc1	20%	-1%	52%	0.8%	3%
CSc1nsc(SCC(=O)Nc2nc3ccc(C)cc3s2)n1	?	4%	5%	0.7%	-1%
O=C(CN1C(=O)/C(=C/c2ccc(F)cc2)SC1=S)NC1C=CS(=O)(=O)C1 (stereo unspecified)	-3%	-19%	-6%	i	0%
CCC(C)n1c(SCC(=O)NCCc2ccc(S(N)(=O)=O)cc2)nc2ccsc2c1=O (stereo unspecified)	1%	0%	-10%	1.5%	-4%
Cc1ccc(NC(=O)C2OCCc3ccccc32)cc1C (stereo unspecified)	22%	-13%	-5%	2.2%	-3%
CC1CCCC(NC(=O)CNCc2ccccc2F)C1C (stereo unspecified)	8%	5%	3%	i	4%
CCOc1cccc(NC(=O)CC#N)c1	6%	3%	-2%	2.4%	0%

Additional entries
SMILES	tuberculosis growth	PhoP GFP inhibition	M. tuberculosis HTS	inhibitors of VEEV	influenza NS1A	others
Cc1cc2ccccc2n1CCNC(=O)c1ccc(Br)o1	33%	2%	8%	6.3%	13%
COc1ccc(CNC(=O)c2cc(C)nn2-c2ccccc2)cc1	-8%	-10%	-9%	1.7%	1%
O=C(CN1C(=O)NC2(CCCC2)C1=O)Nc1ccccc1F	7%	-7%	0%	i	-10%
COc1ccc(C2=NCCc3cc(OC)c(OC)cc32)cc1	8%	9%	-1%	i	-3%
Cc1c(Cl)c([N+](=O)[O-])nn1CCCC(=O)NCCc1ccccc1	9%	10%	-3%	2.9%	-1%
COC(=O)C1=C(C)NC(=O)C1(Nc1nccs1)C(F)(F)F (stereo unspecified)	-5%	0%	-3%	5.4%	4%
O=C(NC1CC2CCCC(C1)N2C(=S)Nc1ccccc1)C1CC1 (stereo unspecified)	-12%	6%	-11%	0.3%	-9%
Cc1cccc(C(=O)Nc2ccccc2SCC2CSc3nc4ccccc4c(=O)n32)c1 (stereo unspecified)	38%	0%	4%	>25µM*	-5%
CCS(=O)(=O)N1CCN(c2ccc([N+](=O)[O-])c(N3CCOCC3)c2)CC1	5%	0%	-1%	i	4%	inhibitors of VEEV 10K pilot screen=1.3
Cc1cc(S(=O)(=O)NCCCN2CCOCC2)ccc1Br	-9%	nt	-9%	1.6%	-8%
Cc1ccccc1C(=O)N1CCC(C(=O)Nc2ccc3c(c2)OCCO3)CC1	3%	1%	-6%	0.6%	4%
COC(=O)NC(NS(=O)(=O)c1ccccc1)(C(=O)OC)C(F)(F)F (stereo unspecified)	-4%	-3%	-4%	i	-4%
C1N2CN3CN1CN(C2)C3	-4%	-6%	25%	0.1%	-1%
Cc1c(-n2c(-c3ccccc3Cl)n[nH]c2=S)c(=O)n(-c2ccccc2)n1C	-1%	0%	0%	0.3%	2%
CCCCCN(C(=O)CCC(=O)OCc1cccc(Br)c1)c1c(N)n(CCCC)c(=O)[nH]c1=O	9%	7%	12%	2.2%	-6%
CCOC(=O)C1/C(=N\O)CC(C)(O)C(C(=O)OCC)C1c1ccc(OC)c(OC)c1 (stereo unspecified)	-1%	-3%	-10%	0.6%	-15%
O=C(Nc1cccnc1Cl)c1cc([N+](=O)[O-])ccc1Cl	25%	-9%	8%	2.2%	0%
COc1ccc(NC(=O)C2CCC(C)(C(=O)O)C2(C)C)cc1 (stereo unspecified)	11%	5%	-3%	i	-7%
CCCc1nnc(SCC(=O)Nc2ccc(OC)cc2)o1	?	13%	67%	i	8%
CCOC(=O)CCCCC(=O)c1[nH]c(=O)[nH]c1CSc1nc(-c2ccccc2)c(C#N)c(=O)[nH]1	-20%	-10%	1%	0.1%	-3%
CC(C)CN(CCCNC(=O)CN1C(=O)COc2ccc(S(=O)(=O)N3CCCC3)cc21)CC(C)C	-3%	2%	6%	0.2%	1%
Cc1cccc(/C=N\NC(=O)c2ccccc2-n2cccc2)c1	15%	-8%	-7%	1.1%	6%
Nc1cc(N)nc(SCC(=O)Nc2ccccc2N2CCOCC2)n1	7%	3%	-6%	0.0%	6%
Cc1ccc(NC(=O)[C@@]2(CC(=O)O)CC(/C=C/c3ccccc3)=NO2)c(C)c1	-14%	-3%	-7%	1.0%	-4%
CN1CCN(C(=O)C2CC(=O)N(c3ccc(Cl)cc3)C2)CC1 (stereo unspecified)	-3%	-8%	-7%	1.3%	8%
CC(NC(=O)C1CCCN1C(=O)OCc1ccccc1)c1ccccc1 (stereo unspecified)	-23%	-4%	-3%	0.1%	-9%
O=C(COc1cccc(Br)c1)NN=C1c2ccccc2-c2ccccc21	-5%	1%	-3%	0.1%	0%
O=C(CC12CC3CC(CC(C3)C1)C2)NCc1ccco1	?	6%	6%	0.3%	3%
O=C(Nc1ccc(N2CCN(Cc3ccccc3)CC2)cc1)c1ccco1	23%	-11%	2%	2.2%	1%
c1ccc(Oc2cc(-c3ccccc3)nc(-c3ccccc3)n2)cc1	14%	-6%	1%	0.3%	18%
O=C(NCc1ccccn1)C(=O)C1C(=O)Nc2ccccc21 (stereo unspecified)	6%	3%	-1%	6.8%	-8%
NS(=O)(=O)c1ccc(N2N=C(c3ccc(Br)cc3)CC2c2ccc(F)cc2)cc1 (stereo unspecified)	67%	-7%	?	39%	0%
COc1ccc(CNC(=O)Cc2cccs2)cc1	3%	5%	13%	i	2%
Nc1c(Br)c(=O)[nH]c(=O)n1-c1ccccc1	-8%	1%	0%	1.0%	-6%
COc1ccccc1NS(=O)(=O)c1c(C)[nH]c(C)c1C(=O)N1CCCC1	-5%	-8%	-8%	2.5%	-2%
Cc1c(CC(=O)O)c(=O)oc2c(C)c(OCc3ccccc3Br)ccc12	3%	-3%	2%	i	-12%
CCS(=O)(=O)N1CCN(Cc2nc3ccccc3c(=O)[nH]2)CC1	-1%	2%	-1%	0.8%	22%
O=C(NCCc1ccccc1)C(=O)NCC1CCCO1 (stereo unspecified)	7%	1%	2%	0.6%	0%
Cc1cc(C)cc(C(=O)NC(=S)Nc2ccc3[nH]c(=O)[nH]c3c2)c1	5%	-5%	8%	0.2%	2%
COc1ccc(N=C(C)c2c(O)n(C3CCCCC3)c(=O)[nH]c2=O)c(OC)c1	-12%	17%	-4%	3.4%	-4%
Cc1cccc(C(=O)Nc2ccc(O)c3c(=O)cc(-c4ccccc4Cl)oc23)c1	-4%	3%	-2%	i	9%
COC(=O)c1c(C)n(Cc2ccco2)c2ccc(O)cc12	nt	-1%	nt	1.0%	2%
CCOC(=O)C1=C(CC)Nc2ccccc2N=C1NC(=O)c1ccc(OC)c(S(=O)(=O)N2CCOCC2)c1	nt	nt	nt	5.9%	-7%
CCCc1cc(C(=O)N2CCCC(Cc3cccc(Cl)c3)(C(=O)OCC)C2)n(C)n1 (stereo unspecified)	26%	-2%	2%	4.9%	0%
Cc1ccc(C(=O)N/N=C/c2cc(C)n(-c3ccc(Br)cc3)c2C)cc1[N+](=O)[O-]	-13%	0%	43%	i	4%
Cc1ccc(N/C=C2\C(=O)C3(C)CCC2C3(C)C)cc1C (stereo unspecified)	20%	3%	>100µM*	0.9%	-15%
COc1ccccc1NNC(=O)C(O)(c1ccccc1)c1ccccc1	2%	14%	-3%	i	-12%
CC1(C)CC(=O)C2=C(C1)NC1=C(C(=O)c3ccccc31)C2c1cccnc1 (stereo unspecified)	12%	-4%	8%	3.4%	6%
Cc1ccc(OCCOc2cccc3ccc(C)nc23)c([N+](=O)[O-])c1	0%	14%	0%	1.3%	-4%
CC(=O)Nc1ccc(S(=O)(=O)NCC2CCC(C(=O)N3CCN(c4ccccn4)CC3)CC2)cc1 (stereo unspecified)	-8%	-7%	0%	0.9%	-1%
Cc1ccc(NC(=O)C2CCN(S(=O)(=O)c3cccc4nonc34)CC2)cc1	7%	-15%	-11%	2.2%	4%
COc1ccc(C(=O)O)cc1S(=O)(=O)Nc1ccc(N2CCCCC2)cc1	-7%	nt	-5%	i	2%
Cc1[nH]n(-c2ccccc2)c(=S)c1C=Nc1ccc([N+](=O)[O-])cc1	-5%	-7%	9%	0.6%	-5%
CCN=C(Nc1cccc(F)c1)SC1CC(=O)N(c2ccc(OC)cc2)C1=O (stereo unspecified)	3%	-12%	-8%	0.8%	-6%
Cc1coc2cc3oc(=O)c(CC(=O)N(C)CC(=O)O)c(C)c3cc12	-13%	-3%	-1%	0.7%	-20%
CCOc1nnnc2c1sc1nc(N3CCOCC3)c3c(c12)CCCC3	3%	-12%	5%	9.6%	-16%
CC1(C)NC(=O)N(CCOCCOc2ccccc2-c2ccccc2)C1=O	-7%	-5%	5%	i	-7%
NC(=O)COc1ccc2oc(=O)cc(-c3cc4ccccc4o3)c2c1	5%	-4%	49%	11%	0%
CCCCC(CC)C(=O)Nc1cc(=O)[nH]c2nc3ccccc3n12 (stereo unspecified)	1%	4%	5%	0.4%	16%
O=C(O)CCc1ccc(-c2cccs2)n1NC(=O)c1ccccc1Br	40%	-1%	-5%	0.1%	2%
Cc1ccc(OCC(=O)NNC(=O)c2cc3ccccc3o2)cc1C	-8%	2%	-1%	2.6%	7%

High-throughput results from PubChem BioAssay.
